Screening results (PubChem BioAssay)
GPR35 arrestin U2OS: GPR35 antagonists blocking zaprinast-driven arrestin recruitment, primary screen, imaging, U2OS, beta-arrestin-GFP, zaprinast agonist (AID 2058); U2OS GPR35 beta-arrestin-GFP translocation imaging, zaprinast antagonism; higher % means a stronger effect; one-dose inhibition, % at 10 µM; IC50 in µM for titrated hits; 290,000 tested, 0.052% active;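 active = inhibition of at least 50% with at least 30 cells and total cytoplasm GFP at most 10,000,000; inconclusive = under 30 cells or total GFP of 10,000,000 plus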
SV40 large T antigen: SV40 large T antigen inhibitors, biochemical (AID 1903) | SV40 large T antigen ATPase/helicase inhibition assay; higher % means a stronger effect | inhibition, % at 20 µM; hits with a dose series show IC50 in µM | 310,000 tested, 0.39% active; in the data active = a potency from the dose series; inconclusive = inhibition mostly from about 32% at the one dose, without a potency; inactive = the rest, 99 in 100 with inhibition below about 32%; also: strong numbers were not always called active
GPR55 beta-arrestin: selective activators of receptor GPR55 – imaging, U2OS cells, beta-arrestin-GFP redistribution, primary screen (AID 1961); U2OS GPR55 beta-arrestin-GFP redistribution imaging; higher % means a stronger effect; one-dose activation, % at 10 µM; EC50 in µM for titrated hits; 290,000 tested, 0.048% active;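 active = activation above 40% with more than 50 cells counted in the well; inconclusive = wells holding fewer than 50 cells, flagged as toxic or sparse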;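 also: U2OS osteosarcoma cells stably expressing GPR55 and beta-arrestin-GFP; plate controls were DMSO negative control for no effect and LPI positive control for full effect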
Dengue-2 NS5 capping: Dengue-2 NS5 methyltransferase inhibitors, primary screen, biochemical, confirmation dose response (AID 588689). Dengue-2 NS5 methyltransferase capping enzyme assay, biochemical; higher % means a stronger effect. inhibition, % at 25 µM; hits with a dose series show IC50 in µM. 340,000 tested, 0.3% active; in the data active = a potency from the dose series; inconclusive = inhibition above about 29% without an active follow-up result
AID2073: disruptors of CaV2.2 binding to Mint1 – biochemical, HTRF (AID 2073); 290,000 tested, 0.19% active; one-dose inhibition, % at 20 µM; IC50 in µM for titrated hits; HTRF protein-protein interaction, Mint1-CaV2.2; higher % means a stronger effect; in the data active = inhibition mostly above about 51%, no sharp cut-off; inconclusive = no clear call, values can overlap the other calls; inactive = mostly below about 53%; also: some results filed as inactive read as strong as hits
Yfh1-off respiration: mitochondrial function rescue without frataxin homolog – Friedreich's ataxia, plus single-dose screen, dose response (AID 1465); S. cerevisiae Yfh1-off respiration, WST-1 reduction, 72 h; higher fold induction means a stronger effect; fold induction at 50 µM; hits with a dose series show EC50 in µM; 220,000 tested, 0.074% active;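 active = fold induction of absorbance versus untreated yeast above a set limit, then at least 30% activation at any dose in follow-up; inconclusive = repeats straddling the limit, or above it without dose testing; inactive = fold induction below the set limit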;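 also: activators that raise dye reduction in frataxin-depleted yeast; strong numbers were not always called active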
GPR55 LPI antagonism: GPR55 antagonists blocking LPI-driven arrestin recruitment, primary screen, imaging, U2OS, beta-arrestin-GFP, LPI agonist (AID 2013) | U2OS GPR55 beta-arrestin-GFP translocation imaging, LPI antagonism; higher % means a stronger effect | inhibition, % at 10 µM, or IC50 in µM where a hit was titrated | 290,000 tested, 0.13% active;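 active = spots per cell inhibited over 60%, with over 100 cells counted and total cytoplasm intensity under 500,000; inconclusive = wells with under 100 cells, flagged as likely toxic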;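 also: U2OS cells stably carrying GPR55 and arrestin-GFP stimulated by 5 µM LPI near EC80; imaged beta-arrestin-GFP aggregate spots per cell after agonist stimulation; plate controls were LPI-stimulated DMSO wells for no effect and DMSO wells without LPI for full effect; some results filed as inactive read as strong as hits; confirmed hits need IC50 under 10 µM and bright autofluorescent wells are also inconclusive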
NTR1 ag: NTR1-driven beta-arrestin-GFP spot formation – imaging, U2OS cells, high content, primary screen (AID 493036); 330,000 tested, 0.17% active; activation, % at 20 µM; P30989; agonist mode;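 active = activation at or above 40% of the spot to cytoplasm intensity ratio, with at least 20 cells analyzed; inconclusive = wells under 20 cells, flagged as cytotoxic or low count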;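 also: 0% = DMSO without peptide and 100% = 100 nM NTR1 peptide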
Target sequence (P30989 whole entry, looked up): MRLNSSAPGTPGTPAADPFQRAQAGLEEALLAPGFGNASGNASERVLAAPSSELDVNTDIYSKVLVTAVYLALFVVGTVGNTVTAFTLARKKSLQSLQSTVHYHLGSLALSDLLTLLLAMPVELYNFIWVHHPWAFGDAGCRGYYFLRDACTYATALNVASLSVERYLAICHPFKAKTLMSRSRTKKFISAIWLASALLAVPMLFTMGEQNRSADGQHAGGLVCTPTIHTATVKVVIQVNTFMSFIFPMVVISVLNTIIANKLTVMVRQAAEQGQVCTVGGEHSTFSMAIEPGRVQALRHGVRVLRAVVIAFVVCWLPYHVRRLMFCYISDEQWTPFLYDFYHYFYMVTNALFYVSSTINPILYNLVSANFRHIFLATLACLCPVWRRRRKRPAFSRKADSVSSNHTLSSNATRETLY
MgcRacGAP inhibition: MgcRacGAP GTPase-activating activity inhibitors, confirmation, biochemical, ADP Hunter fluorescence; MgcRacGAP-stimulated Rac1 GTP hydrolysis, ADP Hunter fluorescence; higher % means a stronger effect; GST-tagged Rac1 F28L mutant substrate; one-dose inhibition, % at 30 µM; IC50 in µM for titrated hits; 340,000 tested, 0.6% active; AID 624330;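 active = first-screen hits whose inhibition reached a set limit at any dose in the follow-up dose series; inconclusive = inhibition above the set first-screen limit but never retested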;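 also: fluorescence reports GDP produced by GAP-driven GTP hydrolysis; strong numbers were not always called active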
NTR1 ag cell count 20 µM: second read-out of NTR1 ag, no call of its own (marks repeat the call); cell count; measured here: cell count, cytotoxicity flag
Dengue-2 NS5 capping pilot replicate: recorded beside Dengue-2 NS5 capping, whose call it bears; inhibition, %; measured here: pilot screen replicate inhibition
* = called active by the depositor; i = inactive; ? = inconclusive; . = not tested or not shown.

SMILES	GPR35 arrestin U2OS	SV40 large T antigen	GPR55 beta-arrestin	Dengue-2 NS5 capping	AID2073	Yfh1-off respiration	GPR55 LPI antagonism	NTR1 ag	NTR1 ag cell count 20 µM	MgcRacGAP inhibition	others
CC(=O)Oc1cccc(C(=O)Nc2c[nH]c(=O)[nH]c2=O)c1	-7%	8%	-0.2%	.	-9%	i	7%	0.4	51	.
Cc1sc2nc(SCc3ccc(C(=O)O)cc3)n(Cc3ccco3)c(=O)c2c1C	16%	20%	-0.1%	-1%	-20%	i	-11%	2.1	67	11%
O=C(Nc1ccccc1)NC1CCN(CCCN2C(=O)c3ccccc3C2=O)CC1	-3%	15%	0.2%	-6%	9%	i	9%	2.6	47	15%
Nc1nc(NCCc2ccccc2)nc(NCc2ccccc2)c1[N+](=O)[O-]	16%	-1%	-0.1%	-2%	6%	.	-18%	5.6	95	5%
O=C(Cc1ccccc1)N1CCCC(c2nc(-c3ccc(S(=O)(=O)N4CCCC4)cc3)no2)C1 (stereo not drawn)	14%	-11%	0.0%	-2%	13%	i	0%	0.0	51	1%
CC(=O)c1cc(CC=C(C)C)c(O)c(CC=C(C)C)c1O	0%	4%	-0.1%	-3%	-1%	.	9%	0.4	74	6%
CC(C)(C)c1cc(C2=CSC3=NCCN23)cc(C(C)(C)C)c1O	0%	7%	-0.2%	-2%	-23%	.	15%	6.0	55	10%
Cc1ccc(C)c(NC(=O)c2cc3ccccc3o2)c1	-4%	2%	-0.2%	2%	3%	.	4%	0.6	45	5%
Nc1nccc(-c2cccs2)n1	4%	-1%	0.0%	1%	27%	i	-1%	2.5	54	0%
CN(C)S(=O)(=O)c1cccc(NC(=O)COC(=O)/C=C/c2ccc(Br)o2)c1	20%	10%	0.7%	1%	38%	i	2%	2.7	55	12%
Cn1c2ccccc2c2nnc(SCC(=O)Nc3ccccc3F)nc21	1%	25%	0.0%	-3%	11%	.	1%	1.0	49	-8%	Dengue-2 NS5 capping pilot replicate=-2.4
CCOc1ccccc1OCCCOc1ccc([N+](=O)[O-])cc1Cl	3%	-4%	-0.3%	.	4%	i	-3%	0.6	65	10%
CC1=C(C(=O)OCc2ccccc2)C(c2ccccc2)NC(=O)N1CCCCCC(=O)O (stereo not drawn)	-1%	9%	0.5%	-5%	38%	i	6%	0.0	45	3%
COc1ccc2cc(CCNC(=O)c3cccs3)c(=O)[nH]c2c1	4%	0%	-0.3%	-6%	-3%	i	6%	0.1	94	9%
CC1=CC(=O)CC(C)(C)C1(O)/C=C/C(C)=C/C(=O)O (stereo not drawn)	17%	5%	-0.1%	-1%	2%	i	8%	1.5	94	1%
Cc1ccc(NC(=O)/C=C/C(=O)O)c([N+](=O)[O-])c1	-16%	1%	0.4%	-5%	0%	i	2%	2.0	80	7%
O=c1c2c(-c3cccs3)csc2ncn1/N=C/c1ccc(OC(F)F)cc1	10%	-1%	0.3%	0%	?	i	18%	5.2	53	3%
COC(=O)c1sc(-c2ccc(C(C)(C)C)cc2)cc1NC(=O)CSCC(=O)O	-11%	35%	0.3%	3%	17%	i	-7%	0.3	40	9%
O=C(OCCCCN1C(=O)c2ccccc2C1=O)c1ccc(S(=O)(=O)N2CCCC2)cc1	-4%	17%	0.2%	-1%	-4%	i	-4%	1.4	49	0%
Cc1cc(C)nc(NNS(=O)(=O)c2ccc(F)c(Cl)c2)n1	.	21%	.	-1%	.	.	.	-1.9	73	6%
O=C(CN1CCN(Cc2ccc(F)cc2)CC1)NCCc1ccccc1	1%	10%	0.3%	1%	13%	.	4%	-0.5	73	14%
O=C(O)CC1(c2ccccc2)C(=O)c2ccccc2C1=O	8%	-54%	-0.2%	0%	2%	i	-1%	-1.2	77	3%
COCc1cc(C)nc(OCC(=O)N/N=C/c2cc(C)n(-c3c(C)cccc3C)c2C)c1C#N	-8%	0%	-0.1%	2%	1%	i	15%	2.3	43	11%
Cc1ccccc1Nc1c([N+](=O)[O-])cncc1[N+](=O)[O-]	5%	6%	-0.2%	.	10%	.	-1%	-0.1	58	2%
O=[N+]([O-])c1ccccc1/C=N/N1CCN(c2ccncc2S(=O)(=O)N2CCCCC2)CC1	-13%	-3%	-0.2%	-5%	-9%	i	3%	3.6	67	9%
CC(c1ccccc1)n1cnc2ccccc2c1=O (stereo not drawn)	3%	16%	-0.2%	-2%	-4%	.	-7%	0.2	61	-2%	Dengue-2 NS5 capping pilot replicate=-5.5
Cc1ccccc1N1C(=O)C2C3C=CC(CC3)C2C1=O (stereo not drawn)	6%	5%	-0.3%	-2%	0%	.	4%	1.0	60	-1%
N/C(=N\OC(=O)/C=C/c1ccccc1)c1cccnc1	12%	15%	0.5%	-3%	-6%	i	3%	-0.8	75	7%
COc1ccccc1NC(=O)CN(Cc1ccco1)C(=O)c1ccc(-n2nc(C)cc2C)cc1	8%	2%	-0.1%	0%	-4%	i	6%	-1.0	66	0%
COc1ccccc1/C=N/N(C(C)=O)c1nc(-c2ccc(F)cc2)cs1	1%	6%	0.0%	6%	27%	i	-10%	1.7	83	-7%
O=C(NN=C1CCCC1)c1cccs1	0%	0%	0.0%	-4%	14%	i	4%	3.7	55	4%
CC1(C)c2[nH]c3ccccc3c2C[C@@H]2C(=O)N(Cc3ccccc3)C(=O)N21	.	11%	.	2%	.	i	.	4.8	57	15%
CCOC(=O)N1CCN(CC(O)COc2c(C)cccc2C)CC1 (stereo not drawn)	7%	4%	-0.4%	-1%	-5%	i	-19%	1.4	49	-3%
Cc1ccc(NC(=O)C2CCCN(c3ncnc4c3nc3n4CCCCC3)C2)cc1Cl (stereo not drawn)	-4%	8%	-0.2%	2%	8%	.	-17%	5.6	70	13%
COC(=O)CCN(c1ccccc1)S(=O)(=O)c1ccc(OC)cc1	12%	-10%	1.0%	-6%	14%	i	-24%	-1.1	49	6%
Cc1ccc(-n2c(CCc3nc4ccccc4[nH]3)n[nH]c2=S)cc1	3%	6%	-0.1%	0%	2%	i	13%	-0.6	68	3%
CN(CC1CCCN(CCc2ccc(Cl)cc2)C1)C(=O)CC(F)(F)F (stereo not drawn)	-9%	10%	-0.2%	-5%	6%	.	-5%	-1.1	73	0%	Dengue-2 NS5 capping pilot replicate=1.2
O=C(Nc1ccccc1)N1N=C(c2ccc(F)cc2)CC1c1ccc(F)cc1 (stereo not drawn)	7%	20%	0.5%	1%	33%	i	11%	1.6	45	5%
Nc1cc(-c2ccc(Cl)cc2)nn1S(=O)(=O)c1ccc(Cl)cc1	21%	8%	-0.1%	-3%	-4%	i	-2%	2.2	76	4%
CCC1CCc2c(sc(N)c2C(N)=O)C1 (stereo not drawn)	.	18%	.	9%	.	i	.	0.0	49	15%
COc1ccccc1N1CCN(S(=O)(=O)c2c[nH]c(=O)[nH]c2=O)CC1	.	14%	.	1%	.	.	.	-0.5	62	1%
O=C(CCCOc1ccc(Cl)cc1Cl)N1CCN(c2ccccn2)CC1	-1%	6%	0.3%	-5%	5%	i	7%	4.5	63	8%
FC(F)(F)c1cc(-c2cccs2)nc(-n2cc(Cl)cn2)n1	10%	2%	-0.1%	-7%	0%	i	3%	2.8	77	4%
CC(C)c1ccc(C(=O)NCCCN(C)C)cc1	-4%	-1%	-0.2%	1%	8%	i	2%	0.1	52	1%
COc1ccc(OC)c(N2CC(O)(c3cccs3)[N+]3=C2SCCC3)c1 (stereo not drawn)	-7%	10%	0.8%	6%	-6%	i	0%	-1.5	43	4%
COc1ccc(CN(C)Cc2nc(Cc3cccc(F)c3)no2)c2cccnc12	17%	22%	-0.2%	-2%	12%	i	-5%	0.8	36	2%
O=C1c2cccnc2C(Nc2ccc(Br)cc2)N1Cc1cccs1 (stereo not drawn)	6%	-1%	0.2%	-4%	5%	i	3%	0.5	80	9%
COc1cc(-c2noc(C)c2C#Cc2nccn2C)cc(OC)c1OC	-3%	8%	-0.2%	-9%	7%	.	-7%	1.0	58	9%
CCOc1ccc(C2/C(=C(\O)c3ccc4c(c3)OCCO4)C(=O)C(=O)N2CCCN2CCOCC2)cc1 (stereo not drawn)	-13%	20%	-0.2%	-5%	?	.	10%	0.9	82	14%
c1csc(-c2ncc3ccccn23)c1	1%	8%	0.2%	8%	-8%	i	5%	0.9	47	2%
COc1ccc(OC)c(S(=O)(=O)NCC(c2ccco2)N2CCc3ccccc32)c1 (stereo not drawn)	.	10%	.	-6%	.	.	.	2.4	66	-1%
O=C(OCC(=O)N1CCCC1)c1cc(Br)ccc1Cl	0%	8%	0.3%	-3%	13%	i	10%	-0.4	53	4%
CN(Cc1ccccc1)c1nc(-c2cccc([N+](=O)[O-])c2)nc2ccccc12	-1%	6%	-0.2%	1%	26%	i	4%	5.3	59	8%
COc1ccc(C2(O)CN(c3ccc(C)cc3)C3=[N+]2CCCC3)cc1 (stereo not drawn)	-5%	5%	-0.1%	2%	4%	i	4%	0.3	52	3%
COc1ccc(C(=O)/C=C/c2cc(C(=O)O)cc3c2OCOC3)c(O)c1	-9%	18%	-1.9%	20%	-2%	i	-5%	1.5	52	8%
COc1ccc(C(O)P(=O)(OCCC(C)C)c2ccc(N(C)C)cc2)cc1OC (stereo not drawn)	11%	6%	0.1%	11%	6%	i	-6%	-0.5	52	9%
Cn1ncc([N+](=O)[O-])c1C(=O)N/N=C/c1cccc([N+](=O)[O-])c1	15%	25%	0.2%	5%	1%	i	5%	-0.4	73	12%
COc1ccc(NC(=O)c2cccc(N3C(=O)NC4CC3(C)Oc3ccccc34)c2)cc1 (stereo not drawn)	-10%	3%	-0.1%	-10%	4%	i	12%	1.0	89	8%

Fetched one by one from the entries so far, 2 records:
SMILES	GPR35 arrestin U2OS	SV40 large T antigen	GPR55 beta-arrestin	Dengue-2 NS5 capping	AID2073	Yfh1-off respiration	GPR55 LPI antagonism	NTR1 ag	NTR1 ag cell count 20 µM	MgcRacGAP inhibition	others
COc1ccc(C(O)P(=O)(OCCC(C)C)c2ccc(N(C)C)cc2)cc1OC (stereo not drawn)	11%	6%	0.1%	11%	6%	i	-6%	-0.5	52	9%
c1csc(-c2ncc3ccccn23)c1	1%	8%	0.2%	8%	-8%	i	5%	0.9	47	2%
